DAX1 inh-1: DAX1 (NR0B1) inhibition, primary screen | inhibition, % at 6.8 µM | 1.1% of 370,000 active | HEK293T StAR-luciferase reporter, SF-1/DAX-1 repression relief | AID 652010;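 active means inhibition above the mean over all tested compounds plus 3 SD, cut at about 3.6% in these data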;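 further: 0% = DAX-1 cells with DMSO and 100% = cells lacking DAX-1 with DMSO; higher inhibition means more luminescence from relief of DAX-1 repression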
SMARCA2 act: increases SMARCA2 function in MMTV reporter cells; 1% of 370,000 active; MG213 cells, MMTV-luciferase reporter, dexamethasone, overnight; AID 652017; activation, % at 9.1 µM; in the data active means activation above about 7.8%;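 further: 0% = vehicle wells and 100% = reference activator wells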
hcDAF-12 act: activators of H. contortus DAF-12 nuclear receptor; HEK293 hcDAF-12 lit1-tk-luc reporter, luminescence; 0% DMSO, 100% Δ7-dafachronic acid; activation, % at 6.8 µM; 1.4% of 370,000 active; AID 652067;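 active means activation above the mean of all tested compounds plus 3 SD, cut at about 5.5% in these data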;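 further: 100% = response to 3 µM Δ7-dafachronic acid high control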
PG9 Ab binder: PG9 antibody binding by small molecule; TR-FRET gp120-PG9 antibody binding; inhibition, % at 6.7 µM; 0.43% of 360,000 active; AID 624416; in the data active means inhibition above about 8.5%
NR1D1 modulator: modulates human Rev-erb alpha binding to DNA; activity, % at 10 µM; P20393; Rev-erbα–FITC-DNA binding, fluorescence polarization, 90 min; 0.79% of 370,000 active;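 active means activity above about 14%, limit read from the data; passing the limit was not always enough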;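 further: 0% = DMSO wells with 35 nM protein and 100% = DMSO wells with 750 nM protein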
Target sequence (P20393 whole entry, looked up): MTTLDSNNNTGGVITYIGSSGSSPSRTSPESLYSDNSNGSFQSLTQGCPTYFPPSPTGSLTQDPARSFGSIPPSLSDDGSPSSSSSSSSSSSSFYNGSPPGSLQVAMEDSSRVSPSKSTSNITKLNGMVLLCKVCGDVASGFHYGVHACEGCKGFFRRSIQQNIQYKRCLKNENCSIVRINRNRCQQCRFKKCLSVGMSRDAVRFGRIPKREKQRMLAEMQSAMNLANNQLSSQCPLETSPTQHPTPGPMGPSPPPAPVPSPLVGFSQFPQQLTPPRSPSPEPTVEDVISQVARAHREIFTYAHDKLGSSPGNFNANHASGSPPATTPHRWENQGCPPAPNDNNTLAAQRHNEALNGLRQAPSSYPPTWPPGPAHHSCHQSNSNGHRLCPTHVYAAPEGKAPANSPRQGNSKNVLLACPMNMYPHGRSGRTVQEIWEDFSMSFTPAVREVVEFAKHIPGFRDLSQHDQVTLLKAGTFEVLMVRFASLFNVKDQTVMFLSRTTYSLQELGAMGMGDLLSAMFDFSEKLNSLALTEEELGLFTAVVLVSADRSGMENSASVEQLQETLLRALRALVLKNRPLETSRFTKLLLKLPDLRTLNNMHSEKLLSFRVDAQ
DAX1 inh-2: inhibitors of human orphan nuclear receptor DAX1 (NR0B1); HEK293 Gal4-DAX1 luciferase reporter, luminescence; AID 504766; 0.99% of 340,000 active; inhibition, % at 6.75 µM;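 active means inhibition above the mean over all tested compounds plus 3 SD, cut at about 4.2% in these data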;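 further: 0% = DAX1-transfected cells with DMSO and 100% = empty-vector control cells with DMSO; inhibition shows as a rise in luminescence from relieved DAX1 repression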
ssDAF-12 act: S. stercoralis DAF-12 activation, primary screen; HEK293 ssDAF-12/GRIP1 lit1-tk-luc reporter, luminescence; % of 3 µM dafachronic acid response; activation, % at 6.8 µM; 1% of 370,000 active; AID 652126;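 active means activation above the mean over all tested compounds plus 3 SD, cut at about 0.9% in these data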;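 further: 0% = DMSO-only wells and 100% = 3 µM delta7-dafachronic acid wells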
HGIII-sPLA2 inh: Blocks human group III sPLA2 activity | inhibition, % at 12.2 µM | QFRET BODIPY PC-A2 liposome hydrolysis, fluorescence | 0.56% of 370,000 active | Q9NZ20;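 active means inhibition above mean plus 3 SD of compounds lying within the high and low control bounds, cut at about 19% in these data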;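 further: 0% = median of test compound wells and 100% = no enzyme DMSO wells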
Target sequence (Q9NZ20 whole entry, looked up): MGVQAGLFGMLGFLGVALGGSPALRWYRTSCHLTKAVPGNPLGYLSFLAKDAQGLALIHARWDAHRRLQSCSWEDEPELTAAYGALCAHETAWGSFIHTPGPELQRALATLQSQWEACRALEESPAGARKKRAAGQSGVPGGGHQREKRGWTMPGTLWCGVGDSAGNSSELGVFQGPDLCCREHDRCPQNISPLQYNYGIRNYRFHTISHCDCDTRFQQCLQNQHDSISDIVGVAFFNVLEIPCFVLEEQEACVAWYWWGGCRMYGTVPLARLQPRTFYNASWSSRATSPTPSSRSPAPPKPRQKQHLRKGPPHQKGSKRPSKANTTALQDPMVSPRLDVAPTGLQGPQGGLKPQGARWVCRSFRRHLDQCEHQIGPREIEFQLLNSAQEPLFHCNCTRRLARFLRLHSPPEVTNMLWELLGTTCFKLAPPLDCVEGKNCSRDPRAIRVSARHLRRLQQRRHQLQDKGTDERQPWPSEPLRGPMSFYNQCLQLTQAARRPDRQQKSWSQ
hgDAF-12 ag: activates the H. glycines DAF-12 receptor ligand-binding domain; AID 687014; 1.8% of 370,000 active; activation, % at 6.8 µM; HEK293 GAL4-hgDAF12 UAS-luciferase reporter, agonist luminescence; normalized to butyrate control;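 active means activation above a cutoff set at the mean of all screened compounds plus 3 SD, cut at about 10% in these data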;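 further: 0% = DMSO wells and 100% = sodium butyrate wells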
FXN GAA850 act: activators of GAA850 frataxin (FXN) promoter | 0.56% of 360,000 active | HEK293 lucGAA850 FXN promoter luciferase reporter, 24 h; percent of 10 µM SAHA response | activation, % at 6 µM | AID 540364;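 active means activation above the average of all compounds screened plus 3 SD, cutoff fixed separately per campaign, cut at about 7.5% in these data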;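 further: 0% = DMSO wells and 100% = 10 µM SAHA wells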
PLC-beta3 inh: inhibitors of human phospholipase C beta3 | Q01970 | Purified PLC-beta3, fluorogenic substrate, fluorescence | inhibition, % at 12.2 µM | 0.18% of 370,000 active | AID 720704; in the data active means inhibition above about 11%;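 further: 0% = median of compound wells on plate and 100% = full blocker control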
The depositor's hits bear a star; i = inactive; / = no result given.

SMILES	DAX1 inh-1	SMARCA2 act	hcDAF-12 act	PG9 Ab binder	NR1D1 modulator	DAX1 inh-2	ssDAF-12 act	HGIII-sPLA2 inh	hgDAF-12 ag	FXN GAA850 act	PLC-beta3 inh
O=[N+]([O-])c1ccc(Cl)c2cccnc12	-0.6	-4	0.4	-2.3	1	2.6	-1.2	3	-0.6	2.9	0
Cc1cccc(NS(=O)(=O)c2cccc3cccnc23)n1	-0.4	2	0.3	1.2	-3	1.6	0.2	3	4.9	0.7	0
COC(CNS(=O)(=O)c1cccc2nonc12)OC	0.1	-1	-0.4	-1.4	0	-0.1	-1.3	13	4.1	-1.0	-1
CCN(CC(=O)NCc1cccs1)C(=O)c1ccc(N(C)S(=O)(=O)c2ccc(C)cc2)cc1	-1.2	-2	-1.1	2.6	-1	-0.4	-1.9	-1	-2.3	2.5	-6
CCCCN(CCCNC(=O)C1CCN(C(=O)c2cc3sccc3n2C)CC1)Cc1ccccc1	0.1	-3	-1.0	0.5	0	-0.4	-1.5	-21	-2.3	-3.5	-7
Cc1cc(C)nc(OC(C(=O)O)C(OCCc2ccccc2)(c2ccc(F)cc2)c2ccc(F)cc2)n1 (centres undefined)	-0.3	-2	-1.3	-0.3	-4	0.1	-1.3	-21	-5.4	-0.7	-13
O=C(CCSCc1ccccc1Cl)NC1CCCCC1	-0.6	1	-0.7	0.8	1	0.7	-0.9	-5	1.8	1.6	2
C[C@H](CO)N1C[C@H](C)[C@H](CN(C)C(=O)NC2CCCCC2)Oc2ncc(Br)cc2C1=O	-0.5	6	-0.4	-0.4	5	0.5	-1.1	8	0.1	-2.7	1
Cc1cc(C)cc(C(=O)NCC(=O)N(C)CCOc2ccccc2)c1	-0.9	2	-1.8	0.7	-1	0.5	-1.0	1	-2.1	2.5	-3
O=c1c(-c2ccc(Cl)cc2)[n+]([O-])c2ccccc2n1OCc1nc2ccccc2[nH]1	0.5	1	1.6	-1.1	3	0.8	-1.0	0	0.4	2.6	-47
C[C@H](c1ccccc1)N1C[C@@H](COCc2ccccc2)Oc2cccc(Oc3ccc(C(C)(C)C)cc3)c2S1(=O)=O	1.1	-1	3.9	0.4	-1	/	-1.2	5	-2.7	/	-1
COc1cccc(C2Nc3ccc4ccccc4c3C3=C2C(=O)CCC3)c1O (centres undefined)	-0.2	-3	0.2	0.9	0	-0.2	-1.1	-3	3.1	-2.3	-14
COc1ccc(CCNC2CC(=O)N(CCc3ccc(OC)c(OC)c3)C2=O)cc1 (centres undefined)	0.3	-1	-1.5	0.4	0	-1.1	-1.1	2	2.5	-1.8	6
CN1CCN(C(=O)c2cn(-c3ccccc3)nc2-c2cccnc2)CC1	0.0	-3	-1.1	0.0	-1	0.4	-1.0	2	-1.5	-0.4	1
COc1ccc(-c2cc(C(=O)N/N=C/c3cccnc3)c3ccccc3n2)cc1	1.5	4	0.2	-1.2	0	1.4	-0.2	-2	7.2	-2.9	i

Record cards, as listed above. Values in the order: DAX1 inh-1, SMARCA2 act, hcDAF-12 act, PG9 Ab binder, NR1D1 modulator, DAX1 inh-2, ssDAF-12 act, HGIII-sPLA2 inh, hgDAF-12 ag, FXN GAA850 act, PLC-beta3 inh
COc1cccc(C2Nc3ccc4ccccc4c3C3=C2C(=O)CCC3)c1O (centres undefined) is listed as -0.2, -3, 0.2, 0.9, 0, -0.2, -1.1, -3, 3.1, -2.3, -14
COC(CNS(=O)(=O)c1cccc2nonc12)OC is listed as 0.1, -1, -0.4, -1.4, 0, -0.1, -1.3, 13, 4.1, -1.0, -1

Additional structures
SMILES	DAX1 inh-1	SMARCA2 act	hcDAF-12 act	PG9 Ab binder	NR1D1 modulator	DAX1 inh-2	ssDAF-12 act	HGIII-sPLA2 inh	hgDAF-12 ag	FXN GAA850 act	PLC-beta3 inh
CC(=O)Nc1nnc(-c2c(-c3c(Cl)cccc3Cl)noc2C)o1	-0.1	-3	-0.8	-0.5	4	-0.5	-1.5	1	0.8	3.1	-4
COc1ccc(NC(=O)CN(C)C(=O)c2cccc(S(=O)(=O)N3CCN(C)CC3)c2)cc1	0.8	-2	0.8	0.4	-2	-0.1	0.0	2	2.3	-0.4	-4
CC(C)Cc1nc2n[nH]c(N)c2c2c1COC(C)(C)C2	0.8	3	-0.3	-2.3	-5	0.9	-1.2	-4	-1.2	4.7	-3
CCCC(=O)N1CCCC1(C)C(=O)Nc1ccc(-n2cccc2)cc1 (centres undefined)	-0.6	-2	-0.3	-0.1	-4	/	-1.1	2	-1.3	-1.6	-2
CCOC(=O)C1=C(COC(=O)CNS(=O)(=O)c2ccc(C)cc2)NC(=O)NC1C (centres undefined)	-0.1	3	-0.6	-3.1	0	0.2	-1.4	-11	1.5	-1.3	-2
CC(C)NC(=O)Cn1c(SCC(=O)N2CCCCCC2)nc2ccccc21	0.1	0	-0.5	-3.9	-11	-0.1	-1.8	-2	-1.5	-0.7	4
Nc1[nH]c(C(=O)c2ccc(Br)cc2)c(-c2ccc(Cl)c(Cl)c2)c1C(=O)NCCc1c[nH]c2ccccc12	0.3	-3	1.8	2.0	8	/	-0.5	-28	-1.2	/	-4
COc1ccc(S(=O)(=O)NCC(c2ccco2)N2CCOCC2)cc1 (centres undefined)	-1.2	-3	-1.0	2.2	-1	0.9	-0.9	7	1.2	-0.2	-6
COc1ccc(C=NNc2ccc([N+](=O)[O-])cn2)cc1	3.1	4	1.9	-1.6	-5	1.6	-0.1	-2	11*	1.7	0
CCOC(=O)c1sc2nc(CSc3nc4ccccc4n3CC)[nH]c(=O)c2c1C	0.0	-1	0.8	0.8	-9	-0.5	-0.9	2	-0.1	2.0	1
Cc1ccc(NC(=O)CCc2ccccc2)cc1C	1.0	6	-0.2	-1.4	0	3.5	0.4	-3	8.7	2.0	-1
O=C(COC(=O)C12CC3CC(CC(O)(C3)C1)C2)NC12CC3CC(CC(C3)C1)C2	0.2	3	-1.8	-0.2	3	0.2	-1.2	3	-1.5	-1.7	-2
COc1ccc(CCC(=O)N/N=C(\C)c2ccc3c(c2)OCO3)cc1	-0.1	-2	-2.2	-1.0	-1	0.1	-1.6	3	1.4	0.4	-8
Cc1ccc2cc(S(=O)(=O)NCCCC(=O)O)ccc2c1	0.0	0	-0.4	1.6	1	-0.5	-0.8	-2	-2.7	1.6	1
Cc1ccc(OCCC(=O)OCC(=O)NC2CCCC(C)C2C)cc1 (centres undefined)	2.3	0	-1.2	1.1	1	1.3	-0.7	0	-1.5	1.0	-5
Cc1ccc(N/N=C(\C#N)C(N)=S)c(C)c1	0.0	-3	1.5	-1.9	-6	-0.7	-1.5	8	5.5	1.1	3
CCSc1nnc(NC(=O)C2(C)Cc3ccccc3C(=O)O2)s1 (centres undefined)	-0.4	0	0.3	-1.0	4	0.4	-1.0	-3	-3.0	0.8	-4
CCCCN1CC(=O)N2[C@H]3c4ccc(OC)cc4OC[C@@H]3[C@H](C(=O)OCC)[C@]2(C)C1=O	-0.8	-1	-2.1	0.8	0	0.8	-1.4	3	-1.8	-0.3	0
CCOc1cc(/C=C(\C#N)c2nc3ccccc3[nH]2)ccc1OC(C)C(=O)O (centres undefined)	-0.6	3	0.4	-13	-5	1.7	-0.5	-9	1.2	2.5	-266
Cc1ccc(S(=O)(=O)c2c(COC(=O)c3cccc(Cl)c3)c(-c3ccccc3)nn2C)cc1	0.6	0	-1.8	-0.1	-2	0.2	-0.5	4	0.7	-1.9	1
COc1ccc(NC(=O)COC(=O)CC2CCCCC2)cc1	-0.7	0	-0.4	-1.4	-2	0.8	0.3	2	0.1	0.8	-7
O=C(c1cc2c(s1)CCCCC2)N1CCN(c2ncccn2)CC1	-1.0	-1	-0.7	2.1	1	0.2	-1.3	4	1.5	0.7	-2
CSC(=S)NN=C(C)c1cccc(C)n1	0.2	4	6.0*	-2.0	4	-0.7	0.7	15	2.5	16*	-1
Cc1ccccc1NC(=S)NC(NC(=O)COc1ccccc1)C(Cl)(Cl)Cl (centres undefined)	-0.3	-2	-2.5	2.5	2	-0.3	-1.1	-3	0.6	-4.6	1
O=[N+]([O-])c1cccnc1N1CCCCC1	-0.3	-3	-0.9	-1.3	-3	0.3	-0.9	6	-0.1	3.3	-1
CCOC(=O)N1CCN(C(=O)/C=C/c2ccc(C(C)(C)C)cc2)CC1	0.1	-3	-1.6	-1.7	0	-1.2	-1.2	-5	-3.1	1.9	-5
COc1ccc(N2CCN(Cc3cc(OC)c(O)c([N+](=O)[O-])c3)CC2)cc1	0.2	-5	0.2	-3.1	-1	-1.3	-0.9	4	-2.7	2.8	2
COc1ccc(C(C[N+](=O)[O-])n2nc(C)cc2C)cc1 (centres undefined)	-0.9	0	-2.3	-2.3	1	0.6	-0.7	-15	-0.7	5.6	0
CNC(=O)c1cc2c(-c3ccccc3)nn(C)c2s1	-0.1	0	-1.1	-1.3	8	-0.5	-1.5	-9	0.8	1.1	-120
Cn1cccc1/C=N/NC(=O)c1cc(-c2cccs2)nc2ccccc12	-2.3	0	-2.3	-3.3	5	3.2	-1.4	-3	-0.1	-2.8	-242
COc1ccc(CNC(=O)COC(=O)c2ccc(S(=O)(=O)NCc3ccco3)cc2)cc1	2.0	-2	-0.4	-1.9	6	-0.1	-0.3	-22	-0.2	0.5	-1
COc1cc(CC(=O)Nc2ccccc2N2CCCCC2)cc(OC)c1OC	-0.3	-7	-0.5	-0.4	-7	-0.1	-1.5	3	-2.0	1.7	-2
Cc1ccc(N2CC(c3nc4ccccc4n3C)CC2=O)cc1 (centres undefined)	-0.2	-4	-1.4	-0.6	3	-0.5	-1.2	-2	-1.5	0.1	-5
C/C(=C1\SC(N2CCOCC2)=NC1=O)c1ccccc1	0.5	-1	-0.4	-1.2	1	4.2	-0.9	1	1.3	-0.5	0
Cc1ccc(SCCN2CCC(O)CCC2=O)cc1 (centres undefined)	0.1	6	-1.4	-3.3	2	0.9	-0.9	3	0.6	2.7	2
CC(Nc1ncnc2ccccc12)c1ccccc1 (centres undefined)	-1.2	-6	-4.5	-0.6	6	-4.6	-2.9	2	-7.0	-3.5	-11
CCc1ccc(C2CC(c3ccc(C)cc3)n3nc(N)nc3N2)cc1 (centres undefined)	0.8	-1	1.4	1.0	2	1.5	-1.1	13	1.0	3.6	1
CCOC(=O)CC1=NS(=O)(=O)c2ccccc2N1	0.3	-1	0.1	-0.1	0	1.1	0.0	-2	-0.4	-2.1	2
N#Cc1c(N)nc(SCC(=O)OCc2ccccc2)c(C#N)c1-c1ccco1	0.2	-2	-1.2	-0.8	4	1.0	-0.8	-4	1.7	1.4	-9
O=C1CCC(C(=O)N2CCCC(C(=O)c3ccc4c5c(cccc35)CC4)C2)=NN1 (centres undefined)	0.1	1	-2.1	-2.4	-4	-1.6	-2.2	-3	0.7	-0.9	-112
CCOC(=O)C(C(=O)OCC)=C1OC(=O)c2ccccc21	-0.7	-3	0.5	-0.3	1	0.0	-1.0	-2	2.6	-0.6	4
COc1ccc(C2=NN(C(=O)c3cccs3)C(c3ccccc3O)C2)cc1 (centres undefined)	-0.7	0	-1.1	-1.0	4	-0.7	-1.6	-33	1.6	1.1	-96
C[C@H](CO)N1C[C@H](C)[C@@H](CN(C)S(=O)(=O)c2ccc(-c3ccccc3)cc2)OCc2cn(nn2)CCCC1=O	-2.0	-2	-2.3	-0.4	0	0.2	-1.2	-6	1.9	-3.2	5
CCc1ccc2[nH]c3nc(N/N=C/c4ccc(O)cc4O)nnc3c2c1	-1.4	-2	-3.1	-3.2	-9	-2.5	-1.4	-17	-8.4	1.2	-9
